Bioassay records from PubChem BioAssay.
APJ agonist – agonists of human APJ apelin receptor; P35414; CHO-K1 APJ PathHunter beta-arrestin, luminescence; 0% DMSO wells, 100% apelin; activation, % at 20 µM; hit rate 0.11% among 330,000;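 active = activation more than six SD over the plate average, tested at 20 µM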;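 note: 0% = DMSO alone and 100% = apelin-13 at 10 nM; some results filed as inactive read as strong as hits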
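Assay system: CHO-K1 cells stably expressing ProLink-tagged human APJ and arrestin–beta-gal acceptor. Compound dosing: 20 µM single point, 1% DMSO. Times: 16-18 h seeding, 90 min dark compound exposure, 60 min detection. Detection: beta-gal luminescence. Evaluation: APJ–arrestin association signal. Controls: negative DMSO alone, positive Apelin-13 at 10 nM.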
TIM10 inh – TIM10 yeast growth inhibition; S. cerevisiae TIM10 strain growth, BacTiter-Glo luminescence, 24 h; inhibition, % at 10 µM; hit rate 1.4% among 330,000;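 active = inhibition of 40% or more at the single tested concentration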;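 note: wild-type TIM10 isogenic control strain grown at permissive 25 °C; 0% = DMSO yeast wells and 100% = minimal medium wells without yeast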
XBP1 UPR activ – adaptive UPR (XBP1) activation | CHO-XBP1 luciferase reporter, IRE1-XBP1 UPR activation, luminescence; percent of tunicamycin response, DMSO as zero | activation, % at 20 µM | hit rate 0.33% among 330,000;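 active = versus positive control, 20 µM dose yields 30% or more activation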;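 note: 100% = tunicamycin at 10 µg/mL and 0% = DMSO only wells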
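Assay system: CHO-XBP1 luciferase reporter cells; Schedule: 6 h treatment, 37 °C; Detection: glow luminescence from Steady-Glo reagent; Benchmarks: high control tunicamycin 10 µg/mL final, low control DMSO vehicle only.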
NALP3 yeast inh – blocks the NALP3 inflammasome reconstituted in yeast; hit rate 0.39% among 330,000; Yeast reconstituted NLRP3/ASC/caspase-1, beta-gal luminescence, 24 h; inhibition, % at 10 µM;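 active = inhibition of 50% or more; inactive = inhibition below 50%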;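 note: plate controls were induced DMSO wells for no effect and uninduced yeast grown without galactose for full effect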
tim10-1 inh – growth inhibitors of tim10-1 mutant yeast. AID 463190. hit rate 2.2% among 330,000. inhibition, % at 20 µM. S. cerevisiae tim10-1 ts strain growth, BacTiter-Glo, 24 h;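 active = inhibition of at least 40%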;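 note: mutant grown at 25 °C; 0% = DMSO wells with yeast and 100% = wells holding no yeast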
NR3A LBD binder – modulates the human NR3A ligand-binding domain; hit rate 2.5% among 340,000; AID 1259313; Tm shift relative to glycine control, % at 25 µM; NR3A LBD differential scanning fluorimetry, Tm shift; 0% = protein alone, 100% = glycine-bound protein;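 active = melting temperature shift of at least 10% of the positive control shift, at one fixed dose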
Mdm2-MdmX inh – human Mdm2/MdmX binding inhibition; O15151+Q00987; SaOS-2 split-luciferase Mdm2/MdmX complementation, luminescence; inhibition, % at 8 µM; hit rate 3% among 330,000; AID 485346;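 active = inhibition of at least 50% at 8 µM in the primary screen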
Target sequence (O15151 whole entry, looked up): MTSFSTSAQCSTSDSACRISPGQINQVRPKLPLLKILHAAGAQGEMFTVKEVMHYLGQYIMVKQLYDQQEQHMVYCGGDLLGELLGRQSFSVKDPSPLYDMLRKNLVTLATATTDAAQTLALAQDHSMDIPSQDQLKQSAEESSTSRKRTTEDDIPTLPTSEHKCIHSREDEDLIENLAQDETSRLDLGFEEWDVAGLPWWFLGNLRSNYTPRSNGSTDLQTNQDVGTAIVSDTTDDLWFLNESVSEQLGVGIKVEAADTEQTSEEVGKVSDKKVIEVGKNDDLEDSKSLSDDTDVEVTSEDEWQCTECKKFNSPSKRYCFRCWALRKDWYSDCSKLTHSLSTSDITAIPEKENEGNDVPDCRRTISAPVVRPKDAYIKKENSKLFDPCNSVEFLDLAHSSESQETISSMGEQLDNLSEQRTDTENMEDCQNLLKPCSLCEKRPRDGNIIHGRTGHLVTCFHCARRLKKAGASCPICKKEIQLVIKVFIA
Target sequence (Q00987 whole entry, looked up): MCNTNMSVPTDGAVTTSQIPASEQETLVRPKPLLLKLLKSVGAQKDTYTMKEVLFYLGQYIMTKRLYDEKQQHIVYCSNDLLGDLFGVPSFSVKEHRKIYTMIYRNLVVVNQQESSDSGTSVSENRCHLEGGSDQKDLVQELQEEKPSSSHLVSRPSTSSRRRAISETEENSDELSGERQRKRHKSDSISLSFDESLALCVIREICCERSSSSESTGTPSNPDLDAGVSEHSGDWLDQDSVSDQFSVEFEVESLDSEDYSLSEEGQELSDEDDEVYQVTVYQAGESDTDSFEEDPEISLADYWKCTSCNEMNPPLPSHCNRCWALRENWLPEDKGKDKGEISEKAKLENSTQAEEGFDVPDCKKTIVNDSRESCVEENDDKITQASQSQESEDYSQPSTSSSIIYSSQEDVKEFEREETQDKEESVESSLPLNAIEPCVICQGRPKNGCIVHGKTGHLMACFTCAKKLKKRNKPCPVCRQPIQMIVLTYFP
tim23-1 inh – inhibits growth of tim23-1 mutant yeast. S. cerevisiae tim23-1 growth, BacTiter-Glo luminescence, 24 h. AID 463212. inhibition, % at 20 µM. hit rate 1.3% among 330,000;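 active = growth inhibition of the mutant yeast at or above 50%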;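 note: temperature-sensitive mutant grown at 25 °C; plate controls were DMSO-treated mutant yeast for no effect and medium wells lacking yeast for full effect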
UPR CHOP act – activators of apoptotic arm of unfolded protein response (CHOP). activation, % at 10 µM. CHO-CHOP luciferase reporter, UPR activation, luminescence; percent of tunicamycin response over DMSO baseline. hit rate 0.34% among 330,000;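 active = at 10 µM dose, activation of 40% or more, normalized to positive control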;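 note: 100% = tunicamycin at 10 µg/mL and 0% = DMSO alone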
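Assay system: CHO cells with stable CHOP pathway luciferase reporter; Buffer or medium: F12 plus 10% serum; Times: 16-18 h cell attachment, then 6 h compound exposure, 37 °C; Signal: luciferase luminescence; Read-out basis: percent activation relative to tunicamycin control; Control set: tunicamycin high control, DMSO low control.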
Starred values were filed as active, the others as inactive; . = not tested or not shown.

SMILES	APJ agonist	TIM10 inh	XBP1 UPR activ	NALP3 yeast inh	tim10-1 inh	NR3A LBD binder	Mdm2-MdmX inh	tim23-1 inh	UPR CHOP act
CCOC(=O)c1sc2nccc(N(C)C)c2c1N=CNOCc1c(F)cccc1Cl	2	4	-1	11	7	-7	31	3	-0.6
c1ccc2c(c1)C(=NCC1CCCO1)NC2=NCC1CCCO1 (stereo unspecified)	-4	-5	3	23	-6	-1	4	-5	-1.1
CC1=NN(C(=O)Cc2ccc([N+](=O)[O-])cc2)C(O)(C(F)(F)C(F)(F)F)C1 (stereo unspecified)	-7	15	1	18	10	0	-12	21	2.6
Cc1ccc(S(=O)(=O)NCCNc2ccc(Br)c(C)c2)cc1	1	-2	-2	15	3	-5	14	8	3.8
O=C(O)C1CCCN1C(=O)Nc1ccccc1 (stereo unspecified)	-1	3	-1	17	-9	0	-10	2	1.9
O=C(C1=C[C@@H](C2CC2)C[C@@H](OCCCCO)O1)N1CCN(Cc2ccccc2)CC1	-3	8	-1	6	13	4	-6	3	0.1
COc1ccc(CCNC(=O)CSc2ccc3nnc(CCNC(=O)c4ccc(C)cc4)n3n2)cc1OC	-1	-3	-4	12	-12	1	9	0	-2.3
CC(/C=N/NC(=O)c1cccc(F)c1)=C\c1ccccc1	7	11	-2	16	-3	5	-80	17	3.2
COc1ccc(-c2ccc(CCC(=O)O)o2)cc1	-1	22	-1	17	25	-2	-7	5	0.2
CC(C)(C)SCCNC(=O)CN(c1ccc(F)c(Cl)c1)S(C)(=O)=O	-4	11	-1	3	17	-1	-6	13	1.4
O=C(CSc1ccccn1)N1CCN(c2ccc(Cl)cc2)CC1	-2	18	3	10	13	0	10	-2	-1.4
CCC1CCC(c2nnc(-c3ccc([N+](=O)[O-])cc3)o2)CC1 (stereo unspecified)	-1	20	-2	26	27	0	-34	34	6.4
O=C(O)c1ccccc1-n1ncc2c1/C(=C/c1ccc(Cl)cc1)CC2	3	10	-2	-8	14	.	21	25	-0.5
Cc1nc2cc(-c3cccc(F)c3)nn2c(C)c1CCC(=O)NC(C)c1ccc2c(c1)OCCO2 (stereo unspecified)	-1	-6	0	11	-2	-2	22	-1	5.3
CCc1nc2c3cnn(-c4cc(Cl)ccc4C)c3ncn2n1	-2	-4	1	31	9	1	12	10	-0.6
Cc1cccc(C)c1NC(=O)Cn1nc(C)n2cccc2c1=O	-5	2	-2	16	-5	2	-15	8	1.9
O=C(Nc1ccnn1C1CCN(Cc2ccccc2OCCO)CC1)c1cccc(F)c1	-5	3	-1	10	6	-2	3	-2	2.6
CCCc1nnc(NC(=O)CCC(=O)O)s1	-2	0	-1	18	-17	-2	-4	-8	-0.5
Cc1ccc(-c2csc3ncnc(NCCC(=O)O)c23)cc1	1	4	-1	-7	2	0	-4	-7	-1.7
O=C(CC1Sc2ccccc2NC1=O)Nc1cccc(-c2nnc3n2CCCCC3)c1 (stereo unspecified)	-7	-3	0	15	23	-1	13	12	2.2
O=C(Nc1ccc(F)cc1F)c1c(C(F)(F)F)ccnc1Oc1cccc(C(F)(F)F)c1	2	19	-3	-11	14	4	-3	21	-2.0
O=C(Nc1ccc([N+](=O)[O-])cc1)Nc1ccc2[nH]c(=O)[nH]c2c1	-3	-3	-1	20	4	24*	-1	4	-0.6
CO/N=C/NC(=O)NOCc1ncc(C(F)(F)F)cc1Cl	3	-3	-3	10	9	-1	6	17	-3.4
O=C(CN1C(=O)c2ccccc2C1=O)Nc1ccc2c(c1)OCO2	1	2	-1	6	-9	1	-4	6	0.5
Cc1cccc(N(CC(=O)NCC2CCCO2)C(=O)CCC(=O)Nc2nccs2)c1 (stereo unspecified)	-1	3	-7	-2	5	0	14	2	-2.2

Looked up by structure from the entries so far:
SMILES	APJ agonist	TIM10 inh	XBP1 UPR activ	NALP3 yeast inh	tim10-1 inh	NR3A LBD binder	Mdm2-MdmX inh	tim23-1 inh	UPR CHOP act
COc1ccc(-c2ccc(CCC(=O)O)o2)cc1	-1	22	-1	17	25	-2	-7	5	0.2
CC(/C=N/NC(=O)c1cccc(F)c1)=C\c1ccccc1	7	11	-2	16	-3	5	-80	17	3.2
Cc1cccc(C)c1NC(=O)Cn1nc(C)n2cccc2c1=O	-5	2	-2	16	-5	2	-15	8	1.9
CC(C)(C)SCCNC(=O)CN(c1ccc(F)c(Cl)c1)S(C)(=O)=O	-4	11	-1	3	17	-1	-6	13	1.4

2 successive compounds already listed, for reference:
SMILES	APJ agonist	TIM10 inh	XBP1 UPR activ	NALP3 yeast inh	tim10-1 inh	NR3A LBD binder	Mdm2-MdmX inh	tim23-1 inh	UPR CHOP act
CCOC(=O)c1sc2nccc(N(C)C)c2c1N=CNOCc1c(F)cccc1Cl	2	4	-1	11	7	-7	31	3	-0.6
c1ccc2c(c1)C(=NCC1CCCO1)NC2=NCC1CCCO1 (stereo unspecified)	-4	-5	3	23	-6	-1	4	-5	-1.1

Next part:
SMILES	APJ agonist	TIM10 inh	XBP1 UPR activ	NALP3 yeast inh	tim10-1 inh	NR3A LBD binder	Mdm2-MdmX inh	tim23-1 inh	UPR CHOP act
CCOC(=O)C1CCCN(C(=O)Cn2cnc3sc(C)c(S(=O)(=O)N4CCOCC4)c3c2=O)C1 (stereo unspecified)	1	1	0	7	10	3	-4	9	0.9
Cc1ccccc1NC(=O)COC(=O)C1(C)CC1(Cl)Cl (stereo unspecified)	-3	13	2	11	8	-1	21	7	0.9
Cc1ccccc1CNC(=O)c1ccccc1C(=O)O	2	-33	-2	3	12	-2	29	-7	0.4
CCOC(=O)C1CN(S(=O)(=O)c2ccccc2)CCN1S(=O)(=O)c1ccccc1 (stereo unspecified)	0	14	-2	-10	36	1	10	34	1.0
CCC(=O)NC(c1cc(Cl)c2cccnc2c1O)C(C)C (stereo unspecified)	-3	-17	8	18	38	-7	53*	52*	3.2
O=C(CNC(=O)c1ccco1)OCC(=O)c1ccc(Cl)cc1Cl	-9	-14	0	-12	-7	0	-1	-7	-0.6
COc1ccc(N2CC(C(=O)N/N=C/c3cc([N+](=O)[O-])ccc3O)CC2=O)cc1 (stereo unspecified)	-7	0	-4	20	7	-19	20	8	-1.1
CCOC(=O)c1sc(NC(=O)/C=C/c2ccccc2)nc1C	-3	0	1	-6	0	10*	-11	0	3.1
O=C(Nc1ccc2ccccc2n1)c1ccccc1Br	-2	16	-2	26	1	1	-126	10	3.4
COc1ccc(C(=O)COC(=O)CCc2nc3ccccc3[nH]c2=O)cc1Br	-2	-23	-3	15	-18	0	26	-16	2.8
C=CCNc1nnc(Cl)c2ccccc12	-3	-16	2	13	23	0	10	-7	-0.9
Cc1nn(Cc2c(F)c(F)c(F)c(F)c2F)c(C)c1NC(=O)c1cccc(COc2ccccc2Cl)c1	-4	15	1	-4	9	0	-22	10	6.3
O=C(COC(=O)c1ccc(Cl)cc1)NC1CCCCCC1	-4	1	-1	15	-3	0	13	13	-0.7
COc1ccccc1CCNC(=O)c1ccc(NC(=O)CC2SC(N3CCCCC3)=NC2=O)cc1 (stereo unspecified)	-4	6	-1	21	-8	0	-17	-4	-2.2
COc1ccccc1CC(=O)Nc1ccc(OC)c(OC)c1	-1	-12	2	1	11	2	-2	-1	-3.1
Cc1ccc(C(=O)O/N=C/c2c(C(F)(F)F)nn(C)c2Sc2ccc(Cl)cc2)cc1	-6	6	-2	18	10	5	40	5	-1.7
CC(C)n1cnc2c(oc3ccccc32)c1=O	-1	6	4	-8	10	-1	-26	16	9.5
COc1cccc(N2C(=O)CC(N3CCc4ccccc4C3)C2=O)c1 (stereo unspecified)	-1	-32	1	24	18	0	21	17	-1.6
O=C(c1cn(CC(=O)N2CCCC2)c2ccccc12)C1CCCCC1	-3	8	0	2	13	1	-6	6	-0.9
CC(C)=CCN1CCN(Cc2nc(-c3ccc(F)cc3)cs2)CC1CCO (stereo unspecified)	-1	-15	-1	10	2	-4	-3	16	2.7
CN(Cc1ccccc1F)Cc1cc(=O)oc2cc(O)c(Cl)cc12	1	12	2	10	-1	-5	-9	41	1.4
N#Cc1cc2c(nc1SCC(=O)Nc1nccs1)CCCCC2	1	-38	3	-3	-33	-1	-49	-36	2.7
Cn1cnnc1SCC(=O)Nc1ccc(N2CCCCC2)cc1	-4	1	3	22	-16	-1	0	-5	1.1
N#Cc1nc(COc2cccc(Cl)c2)oc1NCCN1CCOCC1	-1	11	-4	6	6	1	-8	9	0.8
Cc1ccc(S(=O)(=O)Oc2ccc3c(c2)O/C(=C\c2cccnc2)C3=O)cc1	-2	16	-2	9	27	-3	-4	10	-0.2
SMILES	APJ agonist	TIM10 inh	XBP1 UPR activ	NALP3 yeast inh	tim10-1 inh	NR3A LBD binder	Mdm2-MdmX inh	tim23-1 inh	UPR CHOP act
CCCN1CCC(=O)N([C@H](CSc2ccc(OC)cc2)Cc2ccccc2)CC1	-5	15	-1	5	20	-1	-24	17	-1.9
CCCn1nc(C(=O)Nc2ccc3nc(C)sc3c2)c2ccccc2c1=O	-1	22	1	14	36	-2	65*	31	-0.4
O=C(NC1CCCC1)C(c1ccncc1)N(C(=O)c1ccco1)c1ccc(Cl)cc1 (stereo unspecified)	-5	17	-2	5	-16	0	35	1	-0.6
CC(NC(=O)CCNS(=O)(=O)c1ccc2c(c1)oc(=O)n2C)c1ccccc1 (stereo unspecified)	-3	-3	-3	9	18	0	8	7	-2.8
O=C1CC2(CC(c3ccc(Cl)cc3)=NO2)C(=O)N1c1ccccc1 (stereo unspecified)	3	-11	-1	-1	-4	-2	2	21	1.5
CCc1cccc(OCCN2CCCC2)c1	7	-7	0	21	-6	1	0	20	0.4
COc1ccc(S(=O)(=O)N2CCCCC2)cc1NC(=O)CCNC(=O)c1ccccc1Cl	-6	11	-4	17	-9	2	16	-5	-1.6
Cc1csc(NC(=O)C2CCCCC2C(=O)O)n1 (stereo unspecified)	-2	5	-1	1	6	0	21	11	1.3
Fc1ccc(/C=C/c2nnc(-c3cccs3)o2)cc1	-4	17	3	30	26	0	-145	-3	4.6
CC(NC(=O)COC(=O)c1cc(Cl)nc(Cl)c1)c1ccccc1 (stereo unspecified)	-2	5	-5	5	-7	2	2	7	-0.1
Cc1cc(C)c2c(n1)nn1c(NCCN3CCOCC3)cc(C)nc21	-4	-4	0	-1	3	3	-4	-3	-3.2
COc1ccc(-c2cc(C(=O)N3CCCCCC3)no2)cc1OC	-5	-4	10	19	3	2	-30	15	2.2
O=C(O)c1ccc(-c2sc(Nc3ccccc3)n[n+]2-c2ccccc2)cc1	-4	-2	-2	0	-5	1	20	-5	0.5
CCOC(=O)c1c(C)[nH]c(C(=O)N2CCN(C(=O)OCC)CC2)c1C	-1	-12	-2	-1	-1	-1	18	12	-1.1
Cc1ccc([C@@H]2CC=C(C(=O)O)[C@H](c3ccc(C(C)(C)C)cc3)N2S(=O)(=O)c2ccc(C)cc2)cc1	1	11	4	15	7	-6	-5	35	2.4
CC1CCN(C(=O)N2c3ccccc3Sc3ccccc32)CC1	-2	-1	-4	24	5	-4	14	31	2.1
COc1ccc(OCC(=O)NNC(=O)c2ccccc2OCc2c(C)noc2C)cc1	1	-1	-5	9	-17	-1	16	0	0.2
Cc1nc2ccc(C(=O)O)cc2c2c1CC(CN)O2 (stereo unspecified)	-3	-1	-3	12	-3	-1	14	-7	-0.4
C=CCn1c(C)c(C(C)=O)c(SC)nc1=S	-2	6	0	8	-10	0	8	2	-2.2
